RNase H inhibition: RNase H inhibition, HIV 1 Gag Pol polyprotein, FRET biochemical assay, screening (AID 372) | HIV-1 RT RNase H, FRET RNA/DNA substrate fluorescence; higher % means a stronger effect | inhibition, % at 10 µM, or IC50 in µM where a hit was titrated | hit rate 0.77% among 100,000; in the data active means inhibition above about 50%
Numbers without * were called inactive. The list is partial, so the mix of outcomes need not match the whole.

SMILES	RNase H inhibition
COc1cc(C2C(C(=O)OC(C)C)=C(C)NC3=C2C(=O)CCC3)cc(Br)c1O (stereo not drawn)	16%
CC(=O)Nc1ccc(N=Cc2cccc(C)c2)cc1	4%
Cc1ccc(C)c(S(=O)(=O)N2CCOCC2)c1	7%
Cc1nc(SCC(=O)Nc2nnc(-c3ccc([N+](=O)[O-])cc3)s2)n[nH]1	4%
Cc1ccc(C(=O)Nc2nc(-c3ccc(C)cc3C)cs2)cc1	22%
COc1ccc(/C=C(\C#N)c2nc(-c3cc4cc(Br)ccc4oc3=O)cs2)cc1	7%
COc1ccccc1C(=O)Nc1ccc(-c2nc3ccccc3o2)cc1	28%
Cc1ccc(/C(N)=N/OC(=O)c2ccccc2Br)cc1	16%
CC(/C=C(\NC(=O)c1ccccc1)C(=O)N/N=C/c1ccccc1O)=C\c1ccccc1	36%
CC(C)(C)c1cc(C2=C(N3CCOCC3)C(=O)c3ccccc3C2=O)cc(C(C)(C)C)c1O	19%
C=CCNC(=O)/C(=C\c1ccc2c(c1)OCO2)NC(=O)c1ccco1	5%
COC(=O)c1c(C)oc2cc(Br)c(OCc3ccc(F)cc3)cc12	0%
O=C(O)c1ccc(N2C(=O)c3ccc(Oc4ccc5c(c4)C(=O)N(c4ccc(C(=O)O)cc4)C5=O)cc3C2=O)cc1	0%
COC(=O)C1=C(C)N(c2ccc(Br)cc2)C(=O)/C1=C\c1ccc(O)cc1	11%
COc1ccc(C(=O)CCNc2ccc(C)cc2)cc1	22%
Cc1ccsc1/C=C1/C(=O)NN(c2ccccc2)C1=O	13%
Cc1ccc(C)c(OCCOc2cccc(/C=C3\SC(=S)N(C)C3=O)c2)c1	15%
O=C(Cc1ncc(-c2ccccc2)cn1)c1ccccc1	7%
O=[N+]([O-])c1ccc(N2CCN(CC(O)COc3ccccc3)CC2)cc1 (stereo not drawn)	1%
O=C(NCCc1ccccc1)Nc1ccc(Cl)cc1	3%

The last four entries of the part before come first, to join the parts.
SMILES	RNase H inhibition
Cc1ccc(C)c(OCCOc2cccc(/C=C3\SC(=S)N(C)C3=O)c2)c1	15%
O=C(Cc1ncc(-c2ccccc2)cn1)c1ccccc1	7%
O=[N+]([O-])c1ccc(N2CCN(CC(O)COc3ccccc3)CC2)cc1 (stereo not drawn)	1%
O=C(NCCc1ccccc1)Nc1ccc(Cl)cc1	3%
COc1ccc(OC)c(NC(=O)C(=O)NCCCO)c1	10%
C#CCOc1c(I)cc(/C=N/NC(=O)c2nonc2N)cc1OC	9%
O=C(NC1CCCCC1)c1cc(Cl)ccc1[N+](=O)[O-]	0%
O=[N+]([O-])c1ccc(F)c(NS(=O)(=O)c2cc(Cl)ccc2Cl)c1	7%
COC(=O)C1=C(C)NC2=C(C(=O)CC(c3ccc(Cl)cc3)C2)C1c1cccc([N+](=O)[O-])c1 (stereo not drawn)	12%
Cc1ccccc1C(=O)Nc1ccc(C(C)C)cc1	9%
O=c1nc(-c2ccccc2)c2cc(Cl)ccc2[nH]1	7%
O=C(NC(=S)Nc1ccc(NC(=O)c2ccc(Br)cc2)cc1)c1ccc(Cl)cc1	9%
CCOc1cc(/C=C2/SC(=S)N(Cc3ccccc3)C2=O)ccc1OC(=O)c1cccc([N+](=O)[O-])c1	11%
COc1ccc(Br)cc1/C=C/c1[nH]c(=O)[nH]c(=O)c1[N+](=O)[O-]	0%
O=C(c1ccc([N+](=O)[O-])cc1)N1CCN(Cc2cccnc2)CC1	14%
Cc1ccc(NC(=O)C2CC2(c2ccccc2)c2ccccc2)cc1C (stereo not drawn)	21%
COc1cccc(-c2cc(C(=O)Nc3nn[nH]n3)c3ccccc3n2)c1	2%
O=C(NC1CCCCCC1)c1cc(Cl)ccc1[N+](=O)[O-]	5%
Cc1cc(C)cc(N(CC(=O)Nc2ccc(F)cc2)S(=O)(=O)c2ccccc2)c1	13%
COc1cc2c(cc1OC)S(=O)(=O)OC(C)=C2	0%
N#CC1=C(N)OC2=C(C(=O)CC(c3ccccc3)C2)C1c1cccc2ccccc12 (stereo not drawn)	14%
COc1ccccc1OCCOc1ccc(/C=C2/C(=O)NC(=O)N(c3ccccc3C)C2=O)cc1OC	2%
COc1ccc(Br)cc1C(=O)Nc1ccc(-c2nc3ncccc3o2)cc1	4%
CC(C)c1cc2cc3ccc(=O)oc3cc2o1	11%

Exported field by field: 2 of the compounds above.
O=C(NC(=S)Nc1ccc(NC(=O)c2ccc(Br)cc2)cc1)c1ccc(Cl)cc1
- RNase H inhibition: 9%
COC(=O)c1c(C)oc2cc(Br)c(OCc3ccc(F)cc3)cc12
- RNase H inhibition: 0%

The list goes on:
SMILES	RNase H inhibition
COc1ccc(C(=O)Nc2nc3c(C)cc(C)cc3s2)cc1Br	13%
CCOc1ccc(N=Cc2cc([N+](=O)[O-])ccc2Cl)cc1	4%
Cc1ccccc1Nc1nnc(-c2cc3cc(Cl)ccc3oc2=O)s1	3%
O=C(/C=C/c1ccc(Cl)cc1)Nc1ccc(I)cc1Cl	0%
O=C(Nc1ccc(F)cc1)c1sc2cc(Cl)ccc2c1Cl	6%
COc1ccc(Br)cc1C(=O)Nc1ccc(O)c(-c2nc3cc(C)c(C)cc3o2)c1	15%
N#C/C(C(=O)c1ccccc1)=C1/CCCN1	2%
C=CCN1C(=O)/C(=C\c2ccc(OCc3ccc(COc4ccc(C=O)cc4OC)cc3)c(OC)c2)SC1=S	6%
CC(=O)Nc1cc(N2C(=O)C=CC2=O)ccc1Cl	3%
Cc1nc2ccccc2c(=O)n1/N=C/c1c(O)ccc2ccccc12	0%

Arranged by formula weight (descending): part of the list above
SMILES	RNase H inhibition
COc1ccc(Br)cc1C(=O)Nc1ccc(O)c(-c2nc3cc(C)c(C)cc3o2)c1	15%
O=C(/C=C/c1ccc(Cl)cc1)Nc1ccc(I)cc1Cl	0%
Cc1ccccc1Nc1nnc(-c2cc3cc(Cl)ccc3oc2=O)s1	3%

Continuation:
SMILES	RNase H inhibition
O=C1/C(=C/c2ccc(Cl)cc2)SC(=S)N1CCc1ccccc1	9%
CCCc1ccc(/C=C2\C(=O)c3ccccc3C(O)=C2C(=O)OCC)cc1	8%
Cc1ccc(S(=O)(=O)N(CC(=O)Nc2cccc(C(F)(F)F)c2)c2ccccc2C)cc1	12%
O=C(Nc1ccccc1)c1cccc(NC(=O)c2cccs2)c1	0%
CCOC(=O)c1sc(NC(=O)c2ccc(OC)c(OC)c2)c(C(N)=O)c1C	3%
CCOc1ccc(/C=N/n2c(-c3ccc(OC)cc3)n[nH]c2=S)cc1	10%
CC1CCN(c2cc(N3CCN(C(=O)c4c(F)cccc4F)CC3)c([N+](=O)[O-])cc2F)CC1	11%
COc1cc(C2C(C(=O)OCCc3ccccc3)=C(C)NC3=C2C(=O)CCC3)cc(Cl)c1O (stereo not drawn)	5%
O=C(Nc1ccc(Cl)cc1)Nc1nnc(Cc2ccccc2)s1	16%
Cc1ccc(C)c(OCCCCCN2CCCC2)c1	8%
O=C(c1cccs1)N1CCN(C2CCCC2)CC1	6%
O=C(Nc1ccc(I)cc1Cl)c1ccc(-c2cccc(Cl)c2)o1	0%
CCc1nc(=S)c2c([nH]1)-c1ccccc1CC21CCCCC1	0%
O=C(NC(=S)Nc1ccc(Cl)c(-c2nc3ccccc3o2)c1)c1cccc(Br)c1	19%
COc1ccc(-c2cc(C(=O)Nc3ccccc3OC)c3ccccc3n2)cc1	3%
CC(C)(C)c1csc(N/N=C\c2ccccc2)n1	15%
O=C(c1ccc(Cl)cc1)N(c1ccccc1)C1C=CS(=O)(=O)C1 (stereo not drawn)	5%
Cc1cc(C)n2nc(-c3ccc(F)cc3)cc2n1	6%
O=C(NNC(=O)c1ccccc1F)c1cccc(Cl)c1	4%
Cc1ccc(N2CCN(/N=C\c3cccs3)CC2)cc1	7%
CCc1ccc(C(=O)CSC2=C(C#N)C(c3ccc(CC)cc3)C(C(C)=O)=C(C)N2)cc1 (stereo not drawn)	14%
CC(C)(C)C1=C2OCC3COC2(O3)C(C(C)(C)C)=C(O)C1=O (stereo not drawn)	1%
CC1=C(C(=O)OCCCc2ccccc2)C(c2cccs2)NC(=O)N1 (stereo not drawn)	15%
Cc1cc(OCC(=O)Nc2ccc(I)cc2Cl)ccc1Cl	0%
Cc1cc(=O)oc2cc(OCc3cccc(Cl)c3)c(Cl)cc12	6%
CCN(CC)c1ccc(NC2=CC(=O)c3ccccc3C2=O)cc1	14%
COCCOC(=O)C1=C(C)NC2=C(C(=O)CC(c3ccccc3)C2)C1c1ccccn1 (stereo not drawn)	3%
O=C(Nc1cc(-c2nc3ccccc3s2)ccc1Cl)c1cc(I)ccc1Cl	0%
COC(=O)c1c(NC(=O)CCC2CCCC2)sc2c1CCC2	20%
Cc1ccc2nc(-c3ccc(NC(=S)NC(=O)c4ccccc4F)cc3)oc2c1	43%

Following part.
| molecule | RNase H inhibition |
| --- | --- |
| COc1ccc(-c2nnc(Nc3ccc4c(c3)nc(C)n4C)c3ccccc23)cc1 | 14% |
| COc1cc(/C=C/c2cc(C(F)(F)F)[nH]c(=O)n2)ccc1O | 0% |
| COc1cc(Cl)cc2c1OC1(C=C2)c2ccccc2N(C)c2ccccc21 | 20% |
| O=C(Oc1ccc2c(C(F)(F)F)cc(=O)oc2c1)c1ccccc1 | 13% |
| COC(=O)CSc1nc2ccccc2c(=O)n1-c1ccccc1C | 1% |
| Oc1cccc(Nc2nc(-c3ccc(Br)cc3)cs2)c1 | 26% |
| CCN1C(=O)/C(=c2/s/c(=C3\C=Cc4ccccc4N3CC)c(=O)n2CC)SC1=S | 14% |
| CCOC(=O)/C=C/c1cc(C(=O)OCC)c(/C=C/C(=O)OCC)cc1C(=O)OCC | 13% |
| O=C1C(=O)N(Cc2cccnc2)C(c2cccc(F)c2)/C1=C(\O)c1ccccc1 (stereo not drawn) | 0% |
| COc1ccc(C(=O)Nc2ccc(S(=O)(=O)NC(C)=O)cc2)cc1OC | 4% |
| CCOc1ccccc1Nc1nc(-c2ccccn2)cs1 | 0% |
| Cc1ccc(NC(=O)C(=O)/C=C(/O)c2ccc(Br)cc2)cc1 | 8% |
| COc1cccc(/C=C(\C#N)C(=O)Nc2ccc(C)c(Cl)c2)c1O | 2% |
| O=c1[nH]c(/C=C/c2ccccc2O)c([N+](=O)[O-])c(=O)[nH]1 | 2% |
| Cc1ccccc1/C=N/NC(=O)c1ccccc1[N+](=O)[O-] | 6% |
| CCOC(=O)C1=C(C)NC(C)=C(C(=O)OCC)C1c1nc2ccccc2[nH]1 | 14% |
| COc1ccc(CNCc2cccc(Cl)c2)cc1OC | 5% |
| COC(=O)c1ccc(-n2c(C)cc(/C=C3\C(=O)NC(=O)N(C)C3=O)c2C)c(C)c1 | 9% |
| COc1ccc(/C=C/C(=O)n2c3ccccc3c3ccccc32)cc1OC | 17% |
| Cc1ccccc1/C=N/NC(=O)c1cccc(Br)c1 | 0% |
| CC1CCc2c(sc(NC(=O)c3ccc(Br)cc3)c2C#N)C1 (stereo not drawn) | 1% |
| CC1=C(C(=O)OC2CCCC2)C(c2cc3c(cc2Cl)OCO3)C2=C(CC(c3ccc(Cl)cc3)CC2=O)N1 (stereo not drawn) | 4% |
| COc1ccc(NC(=O)C2=C(C)NC(=S)NC2c2ccc(Cl)cc2Cl)cc1 (stereo not drawn) | 11% |
| CCOC(=O)COc1ccc(/C=c2/sc3nc4cc(C)c(C)cc4n3c2=O)cc1OC | 5% |
| CCOC(=O)c1c(N)n(CCOC)c2nc3ccccc3nc12 | 0% |
| Cc1ccccc1N=Cc1c(O)n(-c2ccccc2Cl)c(=O)[nH]c1=O | 0% |
| O=C(c1ccco1)c1coc2ccc(Cl)cc2c1=O | 8% |
| O=C(O)c1cc(NS(=O)(=O)c2ccc(NCCCN3CCOCC3)c([N+](=O)[O-])c2)cc(C(=O)O)c1 | 4% |
| COc1ccc(C(O)c2cnc(C(C)C)n2C)cc1OC (stereo not drawn) | 10% |
| COc1cc(C(=O)N2CCN(Cc3cccc(Cl)c3)CC2)cc(OC)c1OC | 0% |
| COc1ccc(I)cc1S(=O)(=O)n1nnc2ccccc21 | 41% |
| CN1C(=O)/C(=C\c2cc(Cl)ccc2OCc2ccc(F)cc2)SC1=S | 11% |
| CNC(=O)C1CC(=O)N(c2ccc(C)cc2)C1 (stereo not drawn) | 15% |
| CSc1nc2ccc(NC(=O)c3ccc(Br)cc3F)cc2s1 | 0% |
| N#CCCn1cc(/C=C2\N=C(c3ccccc3)OC2=O)c(-c2ccc(F)cc2)n1 | 6% |
| O=C(CSc1nnc(-c2ccc(Br)cc2)o1)NCc1ccccc1 | 12% |
| COc1cc(OC)cc(C(=O)Nc2sc3c(c2C(N)=O)CCC(C)C3)c1 (stereo not drawn) | 15% |
| O=C(NN=C1CCCCCC1)c1ccc(CN2CCOCC2)cc1 | 0% |
| CCc1ccc(C=C2C(=O)N(C)C(=O)N(C)C2=O)cc1 | 1% |
| COc1ccc(-c2n[nH]c3c2C(c2ccccc2[N+](=O)[O-])N(c2ccccc2)C3=O)cc1 (stereo not drawn) | 13% |
| CCCCN(CC)Cc1c(O)ccc2c(-c3ccccc3)cc(=O)oc12 | 0% |
| CCOC(=O)C1=C(C)N=c2s/c(=C\c3cc(Br)c(OCc4ccccc4Cl)c(OC)c3)c(=O)n2C1c1ccc(N(C)C)cc1 (stereo not drawn) | 0% |
| Cc1ccc(NS(=O)(=O)c2ccc(Cl)cc2)c(C)c1 | 3% |
| COc1ccc(NC(=O)Nc2ccccc2C(=O)OCc2ccccc2F)cc1 | 12% |
| Cc1ccc(N/N=C(/C#N)c2nc3ccccc3[nH]2)cc1Cl | 31% |
| CN1C(=O)C(=Cc2ccc(OCc3ccccc3C#N)c(Br)c2)C(=O)N(C)C1=O | 26% |
| COC(=O)C1=C(C)NC2=C(C(=O)CC(c3ccccc3)C2)C1c1ccccc1I (stereo not drawn) | 10% |

Single entries from the entries so far.
RNase H inhibition, COc1cc(Cl)cc2c1OC1(C=C2)c2ccccc2N(C)c2ccccc21 is entered as 20%
RNase H inhibition, CCOc1ccccc1Nc1nc(-c2ccccn2)cs1 is entered as 0%
RNase H inhibition, O=C(NC1CCCCCC1)c1cc(Cl)ccc1[N+](=O)[O-] is entered as 5%
RNase H inhibition, Cc1ccccc1/C=N/NC(=O)c1cccc(Br)c1 is entered as 0%
RNase H inhibition, O=C(NC(=S)Nc1ccc(NC(=O)c2ccc(Br)cc2)cc1)c1ccc(Cl)cc1 is entered as 9%
